# Assay outcomes (PubChem)
# mcGAS RapidFire – inhibitors of mouse cGAS; inhibition, % at 12.5 µM; Q8C6L5; 0.18% of 130,000 active; recombinant mouse cGAS, cGAMP by RapidFire MS;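 active = inhibition of cGAS enzyme activity at or above 60%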;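 note: enzyme stimulated by 45 bp dsDNA with ATP and GTP substrates; cGAMP share of summed cGAMP plus half ATP and half GTP signals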
# Target sequence (Q8C6L5 whole entry, looked up): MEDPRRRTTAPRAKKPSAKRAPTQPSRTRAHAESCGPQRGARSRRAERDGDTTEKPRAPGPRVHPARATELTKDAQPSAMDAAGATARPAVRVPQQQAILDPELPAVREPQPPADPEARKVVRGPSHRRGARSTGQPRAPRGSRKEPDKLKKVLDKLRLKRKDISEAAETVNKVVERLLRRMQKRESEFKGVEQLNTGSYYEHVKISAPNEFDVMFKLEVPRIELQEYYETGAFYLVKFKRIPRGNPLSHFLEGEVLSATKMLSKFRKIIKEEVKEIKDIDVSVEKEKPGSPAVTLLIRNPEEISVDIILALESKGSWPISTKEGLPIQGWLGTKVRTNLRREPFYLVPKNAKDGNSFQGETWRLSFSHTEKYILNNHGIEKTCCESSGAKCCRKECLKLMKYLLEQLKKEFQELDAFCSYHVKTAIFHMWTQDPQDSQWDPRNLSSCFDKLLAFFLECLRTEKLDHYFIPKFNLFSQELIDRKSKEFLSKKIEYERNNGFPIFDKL
# Numbers without * were called inactive; & = joins results of further samples. An excerpt; rates above refer to the full screens.
SMILES,mcGAS RapidFire
CS(=O)(=O)N1CCC(CNC(=O)C(=O)Nc2ccc(OC(F)(F)F)cc2)CC1,-7.7
O=C(Nc1cccnc1)c1ccc(-c2ccc3c(c2)OCCO3)o1,-2.2
CCOC(=O)c1c[nH]c2c(OC)cccc2c1=O,-4.7
CC(=O)Oc1ccc(/C=C2N=C(/C=C/c3cccc(Cl)c3Cl)OC\2=O)cc1,-5.3
O=C1CCCC2=C1C(c1cccnc1)C1C(=O)CCCC1=N2 (stereo not given),-12.8
Cc1nc(NCCS(=O)(=O)NCC2CCC2)nc(N(C)C)n1,-4.6
CCOC(=O)Cc1csc2nc3sc4c(c3c(=O)n12)CCCC4,-2.9
c1ccc(COc2ccc(OCCCn3cnc4ccccc43)cc2)cc1,-0.2
C=CCNC(=O)CSc1n[nH]c(C)c1[N+](=O)[O-],-3.9
Cc1c(C(=O)NCC(C)C)sc(=O)n1Cc1ccc(F)cc1,0.3
CCCCCOC(=O)Nc1nc(=O)n(C2O[C@H](C)[C@@H](O)[C@H]2O)cc1F (stereo not given in full),-0.1
CCn1c(C2CCCN(C(=O)c3cnc(OC)nc3)C2)nn(C)c1=O (stereo not given),-2.5
Cc1cccc(C(O)(C(=O)NN2CCCCC2)c2cccc(C)c2)c1,-10.5
CC(OC(=O)c1cccn1C)C(=O)Nc1cccc(N2CCCC2=O)c1 (stereo not given),-13.4
CSc1nc(NS(=O)(=O)c2cc(Br)ccc2Br)cc(=O)[nH]1,-14.5
CCOC(=O)C1CCN(S(=O)(=O)c2ccc(C)c([N+](=O)[O-])c2)CC1,-3.6
COc1ccc(CNC(=O)c2cn[nH]c2NC(=O)C(C)SC)cc1 (stereo not given),-9.0
Clc1ccc(C2CC(c3ccccc3)Nc3nnnn32)cc1 (stereo not given),-11.7
Cc1cc2cc(C(=O)N3CCC(N4CCC(C(=O)NC(C)C)CC4)CC3)ccc2o1,-4.2&-3.2
O=C(c1cccs1)N1CCN(CN2C(=O)NC3(CCCCCC3)C2=O)CC1,-11.0

# An excerpt of these results, as labelled records:
O=C1CCCC2=C1C(c1cccnc1)C1C(=O)CCCC1=N2 (stereo not given)
  mcGAS RapidFire: -12.8

Cc1nc(NCCS(=O)(=O)NCC2CCC2)nc(N(C)C)n1
  mcGAS RapidFire: -4.6

# More entries:
SMILES,mcGAS RapidFire
O=S(=O)(c1cccs1)N1CCCC1c1ccccn1 (stereo not given),-10.7
Cc1ccsc1CN(C)Cn1nc(C)c2c(C)onc2c1=O,-4.5
Cc1ccsc1[C@@H]1CCN(Cc2cccc3[nH]ccc23)C[C@H]1O,-21.4
COC(C)c1cccc(-c2cc(C(=O)O)cc(S(=O)(=O)NC(C)C)c2)c1 (stereo not given),-18.4
CC(=O)OCc1c(C)cc(C)c(CN(C)C(C)c2ccon2)c1C (stereo not given),-10.1
Cc1cccc(C)c1NC(=O)c1ccc(N(C)C)nc1,-8.1
CNC(=O)NC(=O)CN1C(=O)NC2(CCCCC2)C1=O,-0.2
CN(CCC#N)c1ccc(C2Nc3ccccc3C(=O)N2C)cc1 (stereo not given),-3.6
COc1cc(OC)cc(C(=O)Nc2cc(-c3ccc(OC)nn3)ccc2C)c1,-1.3
CN1C(=O)CN(C2CCCCC2)C1=O,-15.2
COCCNC(=O)C12CC3CC(C1)CC(C(=O)NCCOC)(C3)C2,-5.3
COc1ccc(OC)c(C2CCCN2C(=O)c2cc(C)nc3c2c(C)nn3C)c1 (stereo not given),-10.7
CCc1nc(SCC(=O)Nc2ccc(N3CCCCCC3)cc2)n[nH]1,-11.2
O=S(=O)(NCc1ccccc1)NCC1(c2cccc(F)c2)CCOCC1,-46.4
CC(=O)Nc1ccc(F)c(NC(=O)CCn2nc(-c3cccs3)oc2=O)c1,-1.2
O=[N+]([O-])c1ccc(Cl)c(S(=O)(=O)Nc2ccc(SC(F)F)cc2)c1,-13.2
CCn1c(SCC(=O)Nc2ccc(C)cc2C)nc2c(c1=O)SC(C)C2 (stereo not given),-6.6
O=C(Nc1ccc(F)cc1F)c1cccc(CN2[C@@H]3CC[C@H]2CC(O)C3)c1 (stereo not given in full),-8.3
Cc1ccc(C)n1-n1c(C)nc2scc(-c3cccs3)c2c1=O,-7.9
CN(Cc1ccc2nccnc2c1)Cc1c(C(=O)N(C)Cc2ccccc2)nc2ccccn12,-12.6

# Reformatted: results already given
Structure: CCOC(=O)Cc1csc2nc3sc4c(c3c(=O)n12)CCCC4
  mcGAS RapidFire: -2.9
Structure: c1ccc(COc2ccc(OCCCn3cnc4ccccc43)cc2)cc1
  mcGAS RapidFire: -0.2

# Going on with the list.
SMILES,mcGAS RapidFire
OC(c1ccccc1)c1nc2ccc(Cl)cc2[nH]1 (stereo not given),5.3
CCNC(=O)C1(C)CCN1C/C=C/c1ccccc1 (stereo not given),-10.5
C=c1ccccc1=c1[nH]/c(=C/c2ccccc2OCC)c(=O)o1,41.0
O=C1c2ccccc2C2(O)NC(=S)NC12O (stereo not given),1.0
CN(C)CCN(CC1CCCCC1)C(=O)Nc1ccc(F)cc1F,-9.3
Nc1ncc(Br)s1,14.0
O=C(CN1C(=O)C(Oc2ccccc2)C1c1ccco1)NCCCN1CCCC1=O (stereo not given),-6.7
O=C(CCNC(=O)NCc1ccccc1)NCCc1c[nH]c2ccccc12,-5.6
N#Cc1cc(F)c(NCc2ccc(N3CCC(CO)CC3)nc2)c(F)c1,-3.9
C=CCN=C(N)NC1CC1c1ccccc1 (stereo not given),-20.4
COc1ccc(-n2c(SC(C)C(N)=O)nc3sc4c(c3c2=O)CCCS4)cc1 (stereo not given),12.2
Cc1cc(C)c(S(=O)(=O)NCCOc2cc(N3CCCC3)ncn2)cc1C,-5.1
Cc1cccc(-c2noc(CN3CCC(CN4CC(C)OC(C)C4)CC3)n2)c1 (stereo not given),2.1
C=c1occc1=C1NN=C(SC(C)C(=O)Nc2ccccc2F)O1 (stereo not given),-2.6
Cc1cccc([N+](=O)[O-])c1C(=O)OCC(=O)c1ccc2c(c1)NC(=O)CO2,-6.1
CC(=O)Nc1ccccc1SCC(=O)N1CCn2cccc2C1C (stereo not given),22.5
Cc1ccc2c(c1)-c1ncc(C(=O)c3cc(Br)ccc3O)cc1CO2,-3.9
O[C@H]1COC[C@@H]1N1CCCN(c2nccc(C3CCCC3)n2)CC1,-4.1
COc1ccc(-c2nc(CN(C)Cc3cnc(N)nc3)c(C)o2)c(C)c1C,-0.6
COc1ccc(Nc2nc(Cl)nc(Nc3ccc(OC)c(OC)c3)n2)cc1OC,-26.0

# An excerpt of these results, with values ahead of the structure:
mcGAS RapidFire	Molecule
-6.1	Cc1cccc([N+](=O)[O-])c1C(=O)OCC(=O)c1ccc2c(c1)NC(=O)CO2
-0.6	COc1ccc(-c2nc(CN(C)Cc3cnc(N)nc3)c(C)o2)c(C)c1C
-10.5	CCNC(=O)C1(C)CCN1C/C=C/c1ccccc1 (stereo not given)
12.2	COc1ccc(-n2c(SC(C)C(N)=O)nc3sc4c(c3c2=O)CCCS4)cc1 (stereo not given)
-20.4	C=CCN=C(N)NC1CC1c1ccccc1 (stereo not given)

# Remaining list, next part
SMILES,mcGAS RapidFire
C=CCN(Cc1ccc(F)cc1)C(=O)c1c[nH]c2c(C)cccc2c1=O,-12.0
O=c1ccc(-c2ccncc2)nn1CCCNS(=O)(=O)c1ccc2c(c1)OCCO2,-8.4
CC(NC1CCOC1=O)c1nc(-c2ccccc2)cs1 (stereo not given),-9.6
CC(C)(C(=O)NS(=O)(=O)c1ccc(C#N)cc1)c1ccccc1F,5.0&15.8
Nc1nc(-c2cccc3[nH]ccc23)cc(N2CCOCC2)n1,-18.0
COCCN1CCc2c(cccc2-n2nnc(C(=O)N3CCOCC3C)c2C)C1 (stereo not given),2.4
COc1ccc(NC(=O)N2CCC(n3cc(CN(C)C)nn3)CC2)c(C)c1,8.3
Cc1ccc2nc(CN(C)C(=O)C3CCCN(C4CCN(C)CC4)C3)[nH]c2c1 (stereo not given),-13.1
CC1(C)CCC(NC(=O)CN2CCS(=O)(=O)CC2)c2ccccc21 (stereo not given),-7.9
COCCNC(=S)NCCc1cc2ccc(C)cc2[nH]c1=O,0.4
CCOc1ccccc1C=CC(=O)c1ccc(OC)c(OC)c1,-7.5
CC(C)(CNC(=O)Cn1nc(-c2ccccc2)ccc1=O)N1CCCCC1,-12.2
O=C(O)/C=C/c1ccc(Cn2ccnc2)cc1,1.8&2.9
CS(=O)(=O)n1nc(-c2ccc(Cl)cc2)nc1N,-25.2
Cc1ccc(C)c(NS(=O)(=O)c2cc(C(=O)O)ccc2F)c1,-3.3
COc1ccccc1CN(C)C(=O)CCn1cnc2sc3c(c2c1=O)CCCC3,9.9
CCN(CC)S(=O)(=O)c1nc(C)c(Cl)c(C)c1C#N,-30.5
Cc1ccccc1S(=O)(=O)NC(=O)C1(C)CCN1C(=O)C1CCCCC1 (stereo not given),-9.5
Cc1ccc2[nH]c3c(c2c1)CCCC3C(=O)N1CCc2c(nc[nH]c2=O)C1 (stereo not given),-8.4
Cc1nnc(SCC(=O)NCCNc2cccnc2)s1,-6.8
CC1CC(NCc2cccn2C)CCN1Cc1ccccc1 (stereo not given),-14.1
O=c1oc(-c2ccccc2)nn1CC(O)COCc1cccs1 (stereo not given),-3.9
CN1C(=O)C(O)(CC(=O)/C=C/c2ccco2)c2ccccc21 (stereo not given),-1.7
Cc1cccc(Nc2nc(-c3cnc(N4CCOCC4)nc3C)cc(=O)[nH]2)c1,-6.1
Cc1nc(CNC(=O)c2ccc(Cn3ccnc3)o2)nc2c1CCCC2,3.3
Cc1cc(NC(=O)CN2CCN(Cc3ccccc3C)CC2)no1,-3.5
O=C(CCCN1CC=C(n2c(=O)[nH]c3ccccc32)CC1)c1ccc(F)cc1,-12.6&-3.3&7.8
COCCn1c(C)cc(C(=O)COC(=O)C=Cc2ccc(Br)o2)c1C,-1.7
NC(=O)CSc1nncc2c1[nH]c1ccc(F)cc12,7.2
Cc1cc(C)cc(-n2c(SCC(=O)NCC3CCCO3)nc3c(c2=O)SC(C)C3)c1 (stereo not given),-7.4
COc1ccc(C2SCCN2S(=O)(=O)c2ccc(OC)cc2)cc1 (stereo not given),1.9
Cc1cc(C)n(-c2ccc(NC(=O)N3CC4C(C3)C4(C)C)cn2)n1 (stereo not given),-15.2&4.9
O=C(COc1cccc2ccccc12)N(Cc1ccco1)C1CCS(=O)(=O)C1 (stereo not given),-2.1
O=c1[nH]c2sc3c(c2c2ncnn12)CCCC3,20.4
CC(C)C(CNC(=O)CCC1CCCC1)c1cccnc1 (stereo not given),3.3
O=C(c1ccco1)N1CCC(NS(=O)(=O)c2cccc(F)c2)CC1,-11.6
CC(C)c1nc(N2CCN(Cc3ccc(-n4ccnc4)cc3)CC2)no1,4.3
O=C(CCc1cnccn1)N1CCOC(c2ccc(Cl)c(Cl)c2)C1 (stereo not given),-3.7
C=CCOC(=O)c1ccccc1C(=O)OCC(F)(F)C(F)F,-0.6
CCSc1nnc(NC(=O)c2cnn(-c3nc(C)cc(=O)[nH]3)c2C)s1,7.4
Cc1c(C(=O)N(C)C(C)c2ccc(F)cc2)cnn1-c1ccccn1 (stereo not given),1.0
COc1ccc(Br)cc1-c1nnc2n(Cc3ccccc3)c3c(=O)n(C)c(=O)n(C)c3n12,-4.7
O=C(CCn1cnc2ccccc2c1=O)NCC1CC2CCC1C2 (stereo not given),-4.8
Cc1ccc(C)c2sc(N(CCN3CCOCC3)C(=O)C3COc4ccccc4O3)nc12 (stereo not given),-11.0
CC(C)CN1CC(C(=O)C(C#N)c2nc3ccccc3[nH]2)CC1=O (stereo not given),-10.6
O=C(CCN=C1NS(=O)(=O)c2ccccc21)N1CCCCCC1,-1.2
O=S(=O)(c1cc(NCc2ccccc2C(F)(F)F)ccc1F)N1CCOCC1,-4.3
COc1cc(CC(=O)N2C(C)CC3CCCCC32)cc(OC)c1OC (stereo not given),-7.1
COc1ccc2cc(-c3[nH]ncc3CNC(c3nc4ccc(C)cc4[nH]3)C(C)C)ccc2c1 (stereo not given),-4.9
N#Cc1ccc(CS(=O)c2ccc(C(F)(F)F)cn2)cc1 (stereo not given),-6.1
COCCNC(=O)c1cc(-c2ccc(Cl)cc2)on1,-2.8
COC(=O)c1c(C)nc(C)c(C(=O)OC)c1-c1ccccc1[N+](=O)[O-],-9.8
O=C(O)[C@@H]1C[C@H](n2cc(-c3ccc(F)cc3)nn2)CN1,0.7
CCCNC(=O)c1nnc2n1CCN(C(=O)Cc1ccccc1)C2,6.4
O=C(CN1CCN(c2cc(-c3cccc(-c4ccccc4)c3)ncn2)CC1)N1CCCC1,-0.8
COc1ccc(S(=O)(=O)Nc2ccc3[nH]c(C)cc3c2)cc1Br,-2.3
O=C(CSc1ccc(NC(=O)C2CC2)nn1)Nc1ccc(F)c(Cl)c1,10.3
O=C(Cc1ccc(-c2ccccc2)cc1)Nc1ccc2c(c1)C(=O)NC2,3.6
O=C(Cn1cnnn1)Nc1nc(-c2ccco2)c(-c2ccco2)s1,0.4
CC(Oc1ccc(F)cc1)C(=O)N1CCC(C(=O)O)CC1 (stereo not given),8.0
# The list continues.
SMILES,mcGAS RapidFire
Cc1ccc2cccc(OC(=O)c3ccc([N+](=O)[O-])c(C)c3)c2n1,-6.4
Cn1c(=O)c2[nH]cnc2n(C)c1=O,-7.7&-2.0&0.4
CN(C)S(=O)(=O)c1ccc(Cn2cc(C(=O)NCc3ccc4c(c3)OCO4)sc2=O)cc1,-7.6
CCn1nc(C(=O)Nc2nc3c(C(C)C)cccc3s2)cc1C,7.2
COc1cc(-c2nc(C=Nc3cccc(Cl)c3C)c(O)o2)cc(OC)c1OC,1.3
CC(=O)NCCNC(=O)C1(C)CCN1Cc1ccc(-c2ccccn2)cc1 (stereo not given),3.2
CC(=O)CSc1nc(-c2cccs2)cc(C(F)(F)F)c1C#N,-6.6
C=CCCC(CN(C)Cc1cccnc1)Oc1ccnc2ccccc12 (stereo not given),7.8
CCc1cc(=O)n2nc(N(Cc3cccc(C)c3)Cc3ccco3)sc2n1,1.7
Cc1ccc(NC(=O)C2CC(=O)NC3=C2C(=O)CC(c2ccco2)C3)cc1 (stereo not given),-0.9
COCCNCC(=O)NCC(=O)Nc1ccc(OC)cc1,-14.6
O=C(CN1CCOc2ccccc2C1)NCCn1nnc2ccccc21,-5.2
Cc1cccnc1NS(=O)(=O)Cc1cccc(F)c1,-11.3
CCN(CC)c1ccc2cc(-c3nnc(Nc4cccc5ccccc45)s3)c(=O)oc2c1,-7.2
